TEAD-YAP block: TEAD-YAP interaction inhibition | HEK-TIYL cells, TEAD-Gal4/YAP UAS-luciferase luminescence | actives 1.4% (n = 640,000) | inhibition, % at 9.12 µM; in the data active = inhibition above about 32%;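 also: 0% = median of test compound wells and 100% = reference inhibitor wells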
FBW7 act: human FBW7 E3 ligase activation, primary screen | AlphaScreen FBW7–phospho-cyclin E peptide binding, activator screen | actives 0.13% (n = 650,000) | normalized activity (activation), % at 26.1 µM | Q969H0; in the data active = normalized activity above about 1.9%;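 also: purified mutant Fbw7 with reduced substrate affinity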
Target sequence (Q969H0 whole entry, looked up): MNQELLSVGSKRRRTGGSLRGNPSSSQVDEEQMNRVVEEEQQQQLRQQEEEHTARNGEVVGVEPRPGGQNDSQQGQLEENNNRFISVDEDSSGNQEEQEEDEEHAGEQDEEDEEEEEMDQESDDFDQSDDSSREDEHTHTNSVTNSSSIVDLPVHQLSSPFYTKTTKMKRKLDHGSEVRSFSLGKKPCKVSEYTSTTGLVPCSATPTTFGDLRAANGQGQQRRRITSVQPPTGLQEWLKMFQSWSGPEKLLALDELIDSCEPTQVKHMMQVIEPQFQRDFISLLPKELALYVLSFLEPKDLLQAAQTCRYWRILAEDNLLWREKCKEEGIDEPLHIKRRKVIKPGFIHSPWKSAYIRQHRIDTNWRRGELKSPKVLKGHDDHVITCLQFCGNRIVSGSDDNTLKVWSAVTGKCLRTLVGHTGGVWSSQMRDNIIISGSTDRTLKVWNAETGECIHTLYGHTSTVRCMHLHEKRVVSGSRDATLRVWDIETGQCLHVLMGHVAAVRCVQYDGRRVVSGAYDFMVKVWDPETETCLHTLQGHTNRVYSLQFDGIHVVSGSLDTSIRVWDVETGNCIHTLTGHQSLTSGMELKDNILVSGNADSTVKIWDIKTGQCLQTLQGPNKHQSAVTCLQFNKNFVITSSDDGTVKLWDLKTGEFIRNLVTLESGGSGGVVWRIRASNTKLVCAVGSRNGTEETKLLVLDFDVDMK
MITF primary: blocks human microphthalmia-associated transcription factor; O75030; AlphaScreen MITF homodimerization, bead proximity signal; inhibition, % at 2.6 µM; actives 0.91% (n = 650,000); AID 1259374; in the data active = inhibition above about 50%;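 also: 0% = vehicle wells with protein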
GPR151 activ: human GPR151 activation; Q8TDV0; PathHunter beta-arrestin GPR151 cells, luminescence; activation, % at 11.2 µM; actives 1% (n = 650,000); in the data active = activation above about 4.9%;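 also: 0% = median of compound wells and 100% = cells with positive control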
Target sequence (Q8TDV0 whole entry, looked up): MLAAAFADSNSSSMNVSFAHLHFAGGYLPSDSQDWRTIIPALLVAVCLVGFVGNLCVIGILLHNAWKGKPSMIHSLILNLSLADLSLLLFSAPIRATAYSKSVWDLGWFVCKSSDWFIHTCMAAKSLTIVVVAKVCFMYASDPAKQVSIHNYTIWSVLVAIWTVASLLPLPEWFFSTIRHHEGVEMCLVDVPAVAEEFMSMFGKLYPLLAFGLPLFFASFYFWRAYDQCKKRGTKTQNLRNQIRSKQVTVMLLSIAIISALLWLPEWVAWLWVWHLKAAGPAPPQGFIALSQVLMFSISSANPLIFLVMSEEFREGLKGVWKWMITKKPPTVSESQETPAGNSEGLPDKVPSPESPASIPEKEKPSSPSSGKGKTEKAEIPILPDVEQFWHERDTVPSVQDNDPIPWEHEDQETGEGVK
An asterisk follows results filed as active.

SMILES	TEAD-YAP block	FBW7 act	MITF primary	GPR151 activ
Cc1ccc(C(=O)COC(=O)CCS(=O)(=O)c2ccc(C)cc2)cc1	2	0.6	23	-0.7
CCOC(=O)c1cnc(SCC(=O)Nc2ccc(Cl)cc2F)nc1N	6	0.0	2	0.4
Cc1nc(NCCNS(=O)(=O)c2ccc(F)cc2)cc(N2CCCC2)n1	5	-0.1	-7	1.0
Cc1ccc(Cn2c(=S)[nH]c3ccc(Cl)cc3c2=O)cc1	-7	0.1	1	0.5
Cc1c(Cl)cccc1NC(=O)c1cc2n(n1)C(C(F)(F)F)CC(c1ccc(Cl)cc1)N2 (stereo not drawn)	5	0.1	31	0.4
O=C(NNC(=S)Nc1ccc(F)cc1)c1ccc([N+](=O)[O-])cc1	-28	-0.1	7	0.0
CNc1oc(-c2cccc([N+](=O)[O-])c2)nc1S(=O)(=O)c1ccccc1	8	0.2	16	1.1
O=C(O)C1CSC(c2ccsc2)N1 (stereo not drawn)	2	0.7	23	5.3*
CC(C)=CCN1CCC(n2nccc2NC(=O)C2CCOC2)CC1 (stereo not drawn)	-3	-0.1	-3	1.2
CCCOC(=O)c1ccc(NC(=O)Nc2ccccc2)cc1	-43	0.0	11	-1.9
COc1ccc(Cl)cc1NC(=O)[C@H]1C[C@@H](c2ccco2)NS(=O)(=O)N1C	-3	-0.6	2	0.6
COC(=O)c1c(NC(=O)C2(C)CC2(Cl)Cl)sc2c1CCC(C)C2 (stereo not drawn)	5	-0.1	-17	0.0
Cc1ccc(-n2ncc3c(=O)[nH]c(SCc4c(F)cccc4Cl)nc32)cc1	6	0.1	-3	2.8
Cc1cc(OCC(=O)n2cnnc2N)cc(C)c1Cl	-1	-0.3	5	1.3
CCOc1ccc(C(=O)N2CCCC2)cc1	5	0.1	1	-1.2

Next part (five carried over from the part before).
SMILES	TEAD-YAP block	FBW7 act	MITF primary	GPR151 activ
COc1ccc(Cl)cc1NC(=O)[C@H]1C[C@@H](c2ccco2)NS(=O)(=O)N1C	-3	-0.6	2	0.6
COC(=O)c1c(NC(=O)C2(C)CC2(Cl)Cl)sc2c1CCC(C)C2 (stereo not drawn)	5	-0.1	-17	0.0
Cc1ccc(-n2ncc3c(=O)[nH]c(SCc4c(F)cccc4Cl)nc32)cc1	6	0.1	-3	2.8
Cc1cc(OCC(=O)n2cnnc2N)cc(C)c1Cl	-1	-0.3	5	1.3
CCOc1ccc(C(=O)N2CCCC2)cc1	5	0.1	1	-1.2
CNc1ccc(C(=O)N(C)C2(C)CCS(=O)(=O)C2)cc1[N+](=O)[O-] (stereo not drawn)	3	-0.1	-5	-0.2
O=C(COc1ccccc1)N/N=C\c1cc(Cl)ccc1O	15	-0.7	15	0.8
CC(C)n1cnc2c(Nc3ccccc3)nc(-c3ccc(C(N)=O)cc3)nc21	44*	0.1	-1	-0.5
Cc1ccc(CNc2nc(C)c(C(=O)N(C)C)s2)cc1	-30	0.0	-6	0.8
O=C(Nc1ccc(-c2ccn[nH]2)cc1)C1CCCN(Cc2cccnc2)C1 (stereo not drawn)	-1	-0.1	32	0.5
O=C1NC(c2c(F)cccc2Cl)C(C(=O)c2ccccc2)C(O)(C(F)(F)F)N1 (stereo not drawn)	3	0.0	19	0.1
O=C(Nc1ccc2oc(-c3cccc4c(Br)cccc34)nc2c1)c1cc([N+](=O)[O-])ccc1Br	14	-0.1	3	1.7
CC1CCCC(NC(=O)C2N(CCCN(C)C)C(=O)C3C(C(=O)Nc4ccc(F)c(Cl)c4)C4C=CC32O4)C1C (stereo not drawn)	-2	-0.2	-20	-0.4
CCOCCC(=O)NCCc1ccc(S(N)(=O)=O)cc1	-9	0.0	10	-1.0
CCOCCOC(=O)c1ccc(NC(=O)COc2ccccc2Cl)cc1	2	0.3	-14	1.3
COc1cc(OC)cc(C(=O)Nc2ccc(Nc3ccc(C)nn3)cc2)c1	-7	0.6	16	3.4
CCOC(=O)/C(C#N)=N\Nc1ccc(OCC)cc1	-24	-0.7	6	0.5
CCOC(=O)c1c(-c2ccc(OC)cc2)oc2ccc(OCc3ccccc3F)cc12	1	-0.1	4	-1.3
Cc1ccc(C)c(C(=O)Nc2ncn[nH]2)c1	-6	-0.3	-11	1.8
COc1ccc(NC(=O)c2ccoc2C)cc1	-30	-0.2	-4	-7.1
CC(=O)Nc1cc(C(=O)N2CCCC2)ccc1S(=O)(=O)c1ccc(Cl)cc1	-11	0.9	10	0.4
O=C(NCCCO)C(=O)Nc1nc(-c2ccccc2)cs1	-30	0.3	13	0.5
CC(=O)c1cccc(OCCCCOc2cccc(C(C)=O)c2)c1	3	0.0	-12	-0.6
OCc1cnc(SCc2c(F)cccc2Cl)n1Cc1ccc2c(c1)OCO2	-30	-0.2	-4	0.2
COc1ccc(NC(=O)c2cc(-c3ccccc3O)on2)cc1OC	-7	0.7	10	-1.6
O=C(NN=C1CCCC1)c1[nH]ncc1I	-35	1.0	32	-1.8
CC(=O)Nc1ccc(Nc2cc(-c3ccc(N4CCOCC4)nc3)nc(N)n2)cc1	-6	-0.1	6	-0.2
O=C1CC(NCC23CC4CC(CC(C4)C2)C3)C(=O)N1c1ccc(Br)cc1 (stereo not drawn)	8	0.1	5	0.1
COc1cc(CNCCN(C)C)ccc1OCCO	5	0.0	-3	0.2
CC1(C(=O)OC/C(O)=C(\C#N)c2nc3ccccc3[nH]2)CC1(Cl)Cl (stereo not drawn)	7	-0.1	-2	-0.6
O=C(OCCCn1c(=O)[nH]c2ccccc21)c1ccc(-n2cnnn2)cc1	12	0.0	6	1.6
NC(=O)c1ccccc1NC(=O)CSc1nc2ccccc2o1	-32	0.0	-4	2.0
Cc1cc(C(=O)O)cc(S(=O)(=O)N2CCOCC2)c1C	-4	0.0	4	0.6
NNC(=O)CN(CCc1ccccc1)S(=O)(=O)c1ccc(Cl)cc1	-2	0.2	16	1.7
CC(=O)c1ccc(S(=O)(=O)NNc2cccc(Cl)c2)cc1	0	0.0	12	0.5
COc1ccc(S(=O)(=O)NC(C)C(=O)N2CCCCCC2)cc1 (stereo not drawn)	0	-0.2	-7	1.5
COc1ccc(C(=O)NCCc2nnc3n2CCN(Cc2ccccc2C)CC3)cc1	5	-0.1	-3	0.3
O=C(NCc1ccco1)/C(=C\c1ccc(F)cc1)NC(=O)c1ccco1	-6	0.0	3	0.6
Cn1c(NC(=O)c2cccc(F)c2)cc(=O)n(C)c1=O	2	-0.3	-8	1.0
Cn1c2c(c(=O)n(C)c1=O)C(c1cccc(C(F)(F)F)c1)C1=C(N2)c2ccccc2C1=O (stereo not drawn)	1	-0.1	1	-1.1
O=C(Nc1c(C(=O)Nc2ccc(Cl)cc2)cnn1-c1ccccc1)c1ccco1	-5	-0.1	7	0.4
O=S(=O)(c1cccc2nonc12)N1CCC2(CC1)Nc1ccccc1-n1cccc12	7	-0.1	8	0.0
CC(=O)N1CCc2cc(C(=O)CN3CCN(c4ccc(F)cc4)CC3)ccc21	-2	0.0	2	0.4
COC(=O)c1cc(C)c(Br)c([N+](=O)[O-])c1	18	0.3	5	-1.3
O=C(NCCSc1c[nH]c2ccccc12)C1CC1	7	0.0	3	-1.1
Cc1ccccc1CNC(=O)CN(c1cccc(Cl)c1Cl)S(C)(=O)=O	0	-0.1	-13	2.7
O=C1CCCN1C(=O)CSc1nc(-c2ccc(F)cc2)cs1	-14	0.1	3	-0.9
COCCNC(=O)c1cc2n(n1)C(C(F)(F)F)CC(c1ccc(F)cc1)N2 (stereo not drawn)	-8	0.0	7	0.7
O=[N+]([O-])c1ccc(OCCOc2ccccc2)c(/C=N/n2cnnc2)c1	-7	0.0	-1	2.8
COc1ccc(CN2CCc3nnc(CNS(=O)(=O)c4ccccc4)n3CC2)cc1	9	-0.1	0	0.7
Nc1ccc(Cl)c(NC(=O)c2ccc(Cl)cc2Cl)c1	87*	1.0	0	0.8
COc1ccc(-c2nc3s/c(=C\c4ccc([N+](=O)[O-])cc4)c(=O)n3n2)cc1	5	0.0	6	1.6
Nn1cnnc1SCC(=O)N1CCCc2ccccc21	4	0.0	14	0.1
CC(Cc1cccs1)NC(=O)CCCc1ccccc1 (stereo not drawn)	-58	0.0	5	0.7
COc1cc(Nc2nc(Nc3nc4ccccc4n3C)nc3nc[nH]c23)cc(OC)c1OC	29	-0.3	2	2.9
Cc1ccc2nc(N3CCN(C(=O)Nc4ccc5c(c4)OCO5)CC3)[nH]c2c1	-26	-0.5	-8	0.4
COc1ccc(CNC(=O)C/C(C)=N/NC(=O)COc2ccc(OC)cc2)cc1	4	-0.1	-10	0.0
Cc1[nH]c(=O)[nH]c(=O)c1S(=O)(=O)Nc1ccc2oc(-c3ccncc3)nc2c1	-3	0.0	8	-1.0
N#CCn1c(-c2ccc(Cl)cc2)noc1=O	12	-0.1	2	0.0
COc1cccc(C(=O)CN(C(=O)c2ccccc2Cl)N2C(=O)CCC2=O)c1	-5	0.0	-7	0.0
CS(=O)(=O)N(CC(=O)Nc1ccccc1C(N)=O)c1cccc(Br)c1	7	-0.1	-16	0.5
Cc1ccccc1-n1nc2c(c1NC(=O)COc1ccc3ccccc3c1)CSC2	5	0.0	8	-0.1
COC(=O)c1cc(=O)n(C)c(=Nc2ccc(F)cc2)s1	0	0.2	9	0.3
CCN(CC)CCN1C(=O)C(=O)/C(=C(\O)c2ccc(Cl)cc2)C1c1ccc([N+](=O)[O-])cc1 (stereo not drawn)	-14	0.6	3	-0.7
COc1ccc(CC(=O)O/N=C(\N)Cc2ccc(Cl)cc2Cl)cc1OC	1	0.0	-15	1.0

Going on with the list.
SMILES	TEAD-YAP block	FBW7 act	MITF primary	GPR151 activ
O=C(CSc1ccc(F)cc1)NNC(=O)CC12CC3CC(CC(C3)C1)C2	-4	0.1	-6	2.1
Cc1cccc(C)c1NC(=O)C(CC(C)C)N1C(=O)c2ccccc2C1=O (stereo not drawn)	-3	0.4	7	-1.6
COc1ccc(Nc2nc(NCc3cccc(C(F)(F)F)c3)c3ncn(C(C)C)c3n2)cc1	17	0.0	5	2.6
COc1ccccc1NC(=O)N1CCCN(c2nc3cc(C)cc(C)c3cc2C#N)CC1	-5	0.0	-3	2.4
N=c1n(CC(=O)O)c2ccccc2n1Cc1ccccc1Cl	5	0.0	13	-1.6
COc1cc(NC(=O)COC(=O)COc2ccc(C(C)(C)C)cc2)c(C)cc1[N+](=O)[O-]	3	0.6	-9	-2.7
N#Cc1ccccc1COc1ccc(/C=N/NC(=O)c2cccnc2)cc1Br	7	0.7	4	1.5
COC(=O)c1ccc(NC(=O)/C(=C\c2ccc3c(c2)OCO3)NC(=O)c2ccco2)cc1	-3	0.0	9	2.4
CC1CN(C(=O)C(=O)c2c[nH]c3ccccc23)CC(C)O1 (stereo not drawn)	1	-0.2	9	0.1
Clc1ccc2c(c1)N=Cc1c(nc3ccccn13)O2	-9	0.1	5	-0.5
CC(C)c1ccc(Cc2nnc(NC3CCCC3)[nH]c2=O)cc1	-2	0.1	24	-1.3
Cc1c(C(=O)NCCCN2CCOCC2)sc2ncn(CC(=O)N3CCCCC3C)c(=O)c12 (stereo not drawn)	8	0.1	23	0.9
COc1cccc(/C=N/NC(=O)c2nc3nc(C)cc(C)n3n2)c1	2	0.2	-6	1.9
COc1ccc(C(C)=O)cc1CSc1nc2ccccc2c(=O)n1-c1ccc2c(c1)OCO2	12	0.1	6	2.2
COc1ccc(NC(=O)c2ccc(N3CC4CC(C3)c3cccc(=O)n3C4)c(NC(=O)Nc3ccccc3)c2)cc1OC (stereo not drawn)	1	0.0	-15	0.7
C=CCOc1ccc(C2Oc3ccccc3C3CC(c4ccc(OC)cc4)=NN32)cc1 (stereo not drawn)	-64	-0.1	2	-1.9
O=C(COC(=O)c1cc([N+](=O)[O-])ccc1NCCO)c1ccc(Cl)s1	-3	-0.1	1	1.4
COc1ccc(OC)c(CN2CCN(Cc3ccc(OC)c(Br)c3)CC2)c1	5	-0.2	66*	-0.8
COc1cccc(N2CCN(C(=O)CN3C(=O)C4C5C=CC(CC5)C4C3=O)CC2)c1 (stereo not drawn)	15	0.0	23	2.4
O=C1NC(=Nc2ccccc2F)S/C1=C\c1ccc(C(=O)O)cc1	-12	0.7	-2	-0.5
COc1cc(NC(=O)Cn2c(=O)oc3cc(S(=O)(=O)N4CCCC4)ccc32)ncn1	0	0.2	10	-0.4
CC(=O)c1ccc(NC(=O)c2ccccn2)cc1	87*	0.4	16	-8.5
CCOc1ccc(NC(=O)CCOc2cccc(C)c2)cc1	0	0.3	4	1.1
CSc1ccc(CC2(CCC(=O)NCCc3ccncc3)CCC(=O)N2)cc1 (stereo not drawn)	-9	-0.1	-6	0.2

Shown with two lines to a compound: part of the list above
Every second line gives: TEAD-YAP block | FBW7 act | MITF primary | GPR151 activ
CNc1ccc(C(=O)N(C)C2(C)CCS(=O)(=O)C2)cc1[N+](=O)[O-] (stereo not drawn)
 : 3 | -0.1 | -5 | -0.2
COc1cccc(/C=N/NC(=O)c2nc3nc(C)cc(C)n3n2)c1
 : 2 | 0.2 | -6 | 1.9
CC(C)n1cnc2c(Nc3ccccc3)nc(-c3ccc(C(N)=O)cc3)nc21
 : 44* | 0.1 | -1 | -0.5

Quoted from the listing:
MITF primary with CSc1ccc(CC2(CCC(=O)NCCc3ccncc3)CCC(=O)N2)cc1 (stereo not drawn) stands at -6
GPR151 activ with COc1cc(NC(=O)Cn2c(=O)oc3cc(S(=O)(=O)N4CCCC4)ccc32)ncn1 stands at -0.4
FBW7 act with CC(=O)c1ccc(NC(=O)c2ccccn2)cc1 stands at 0.4
FBW7 act with CCOc1ccc(NC(=O)CCOc2cccc(C)c2)cc1 stands at 0.3
GPR151 activ with O=C(COC(=O)c1cc([N+](=O)[O-])ccc1NCCO)c1ccc(Cl)s1 stands at 1.4
TEAD-YAP block with COc1cccc(N2CCN(C(=O)CN3C(=O)C4C5C=CC(CC5)C4C3=O)CC2)c1 (stereo not drawn) stands at 15
FBW7 act with COc1ccc(OC)c(CN2CCN(Cc3ccc(OC)c(Br)c3)CC2)c1 stands at -0.2

Bioassay records: PubChem BioAssay, The Scripps Research Institute Molecular Screening Center
